Compound activity: PubChem BioAssay, National Center for Advancing Translational Sciences (NCATS)
CHX counter: affects cycloheximide protein synthesis inhibition readout, counter-screen; cell reporter, cycloheximide protein synthesis inhibition counterscreen; max response, %; 12% of 300,000 active; AID 2314; in the data active means max response mostly above about 13%, no sharp cut-off; inactive means mostly below about 14%; further: read at 38.3 µM for the half of the compounds with a filed dose; 0% is about no effect
Pf growth 96h: P. falciparum growth inhibition at 96 hour, primary screen for plastid delayed-death inhibitors | P. falciparum luciferase reporter growth, 96 h | Potency, µM (top dose mostly 28.7 µM), for the others: at the top dose activity change, negative = inhibition, most hits filed as inhibitors | 6.9% of 320,000 active; further: potency means the concentration at half of the fitted maximal effect; on the % scale 0 is the no-effect control and ±100 the full control effect
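Erythrocytes infected with luciferase-expressing P. falciparum were dispensed at 2% hematocrit and 0.05% parasitemia (final), then incubated with compounds 96 hours at 37 C in 5% CO2. Luminescence after detection reagent addition reported growth.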
Shiga toxin inh: inhibitors of Shiga toxin in Vero cells; Vero cells, Shiga toxin protein synthesis inhibition reporter; inhibition, % at 38.7 µM; 9.2% of 290,000 active; in the data active means inhibition mostly above about 28%, no sharp cut-off; inactive means mostly below about 43%; further: 0% is about no effect
FBPA Giardia inh: inhibitors of Giardia lamblia fructose-1,6-bisphosphate aldolase. A8B2U2. purified Giardia FBPA. Potency, µM (highest dose often 59.6 µM), without a hit: at the top dose activity, negative = inhibition, most hits filed as inhibitors. 0.71% of 290,000 active; further: potency means the concentration at half of the fitted maximal effect; on the % scale 0 is the no-effect control and ±100 the full control effect; nearly all actives have a fitted effect of over 55% in size
Target sequence (A8B2U2 whole entry, looked up): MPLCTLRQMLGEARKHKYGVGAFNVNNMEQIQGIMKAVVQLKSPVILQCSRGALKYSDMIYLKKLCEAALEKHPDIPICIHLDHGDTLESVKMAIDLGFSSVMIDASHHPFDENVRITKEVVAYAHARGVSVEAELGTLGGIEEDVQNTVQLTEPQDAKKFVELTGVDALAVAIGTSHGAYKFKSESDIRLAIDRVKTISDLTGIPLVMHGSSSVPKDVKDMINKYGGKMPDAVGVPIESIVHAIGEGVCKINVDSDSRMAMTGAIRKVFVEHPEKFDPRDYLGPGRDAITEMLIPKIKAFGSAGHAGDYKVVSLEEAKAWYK
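40 nM FBPA preincubated 10 min at RT with compound (up to 57.5 uM final), then substrate plus GAPDH/TPI/NAD/arsenate coupling and diaphorase/resazurin added. Fluorescence read after 20 min at RT, 525/598 nm.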
Pf growth 48h: inhibits P. falciparum growth in the first generation, 48 h; AID 504832; Potency, µM (titrated, usually from 28.7 µM), inactives show at the top dose activity change, negative = inhibition, usual class: inhibitors; 5.9% of 310,000 active; P. falciparum luciferase growth in erythrocytes, 48 h; further: potency means the concentration at half of the fitted maximal effect; on the % scale 0 is the no-effect control and ±100 the full control effect
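Luciferase-expressing P. falciparum in infected erythrocytes (2% hematocrit, 0.1% parasitemia final) in RPMI 1640/0.5% Albumax were exposed to compound for 48 hours at 37 C, 5% CO2; growth read as luminescence.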
Sm TGR inh: inhibitors of Schistosoma mansoni thioredoxin glutathione reductase | Q962Y6 | 3% of 360,000 active | AID 485364 | purified TGR, DTNB reduction, TNB absorbance 405 nm | Potency, µM (doses to about 114 µM), for the others: top-dose activity change, negative = inhibition, usual class: inhibitors; further: potency means the concentration at half of the fitted maximal effect; on the % scale 0 is the no-effect control and ±100 the full control effect; nearly all actives have a fitted effect of over 60% in size
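First, TGR (20 nM dispensed) and NADPH were mixed with compound. Second, a 15 min room-temperature incubation followed. Third, further NADPH and then DTNB were added to start the reaction. Finally, TNB absorbance was monitored kinetically.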
* marks the source's active call; other numbers are inactive results; ? = inconclusive; . = no result given; [ ] = remark or other dose. Unless noted, the call rests on the fitted dose curve; in most records, active means well fitted curve in the direction sought with a large enough effect; inconclusive means small, poorly fitted or top-dose-only effect, or another doubt; inactive means no such curve, though single readings can be large; an effect the other way counts as inactive or inconclusive. Rows are unselected. About 24% of those tested had a hit in this group.

Under each structure – CHX counter, Pf growth 96h, Shiga toxin inh, FBPA Giardia inh, Pf growth 48h, Sm TGR inh
1: CCN1C(=O)N(C)C2(c3ccccc3)N(C)C(=O)N(C)C12c1ccccc1 (configuration not stated)
    9.2, 0.0%, -8.0, 13.0%, -24.4%, 0.7%
2: O=C(CN(C(=O)CNC(=O)c1cccs1)c1ccccc1)NC1CCCCC1
    -3.4, -6.9%, 15.5, 5.9%, 3.3%, -3.9%
3: Cc1ccc(SCCNC(=O)/C=C/c2cccc([N+](=O)[O-])c2)cc1
    -0.8, 30.3%[activator], -12.9, -4.7%, 20.6%, 4.7%
4: COc1ccc(N2C(=O)CC(N(C)CCc3ccc(OC)c(OC)c3)C2=O)cc1 (configuration not stated)
    -0.8, 9.1%, -3.5, 1.4%, 9.28µM*, -1.0%
5: Cc1cc(C)nc(N2CCCC(CCC(=O)NCc3ccc(F)c(F)c3)C2)n1 (configuration not stated)
    -1.5, -2.2%, 29.9, 4.3%, -37.0%, 5.7%
6: CCN(CC)S(=O)(=O)c1ccc2oc(C(=O)NCCCN3CCOCC3)c(C)c2c1
    -1.7, ., -5.7, -0.1%, ?, -7.6%
7: CCN(CC)CCCNC(=O)c1c(O)c2cc(F)cc3c2n(c1=O)C(C)CC3 (configuration not stated)
    -7.2, 63.5%[activator], 2.6, 13.1%, 0.0%, -2.4%
8: C=CCSC1=N/C(=C\c2sccc2C)C(=O)S1
    -2.3, 63.7%[activator], -14.0, -8.9%, 16.6%, -2.1%
9: CC(=O)OCC(OC(C)=O)C(OC(C)=O)C(OC(C)=O)C(=O)Nc1ccc(C)cc1 (configuration not stated)
    -1.2, -0.1%[5.75 µM], 7.6, 1.2%, 16.1%, 7.9%
10: COc1ccc(S(=O)(=O)N2CCC(C(=O)NCCC3=CCCCC3)CC2)cc1C
    4.8, ?, -1.8, 2.6%, ., 0.4%
11: CC(=O)c1ccccc1NC(=O)COC(=O)/C=C/c1ccc(OC(F)F)cc1
    ., 2.6%, ., ., 1.5%, ?
12: O=C(O)c1cc(-c2ccc(Cl)c(Cl)c2)n(-c2ccc(F)cc2)n1
    -5.2, 20.3%, 6.8, -12.8%, ., -5.5%
13: CCN(CC)C(=O)CSc1nsc(SCC(=O)N(CC)CC)c1C#N
    0.8, -3.4%, -16.7, 3.5%, -0.2%, -8.8%
14: COc1ccc(-n2c(CN3CCN(Cc4ccccc4)CC3)nc3ccc([N+](=O)[O-])cc3c2=O)c(OC)c1
    -0.6, ?, -10.5, -0.2%, ?, -32.5%
15: Cn1c(-c2ccc(Cl)cc2)ccc(C#N)c1=O
    -0.7, 59.0%[activator], 3.7, 6.2%, 3.4%, 2.0%
16: CC(NCc1ccccc1O)C12CC3CC(CC(C3)C1)C2 (configuration not stated)
    -3.0, 0.104µM*, 0.7, -10.0%, 0.0657µM*, 9.1%
17: COc1cccc(OC)c1C(=O)NC(=S)Nc1ccc2oc(=O)ccc2c1
    -1.1, 1.85µM*, 8.4, 1.0%, 3.29µM*, -20.7%
18: CN1CCN(C(CNS(=O)(=O)c2ccc(Cl)cc2)c2cccnc2)CC1 (configuration not stated)
    2.6, ?, 10.2, 8.0%, ?, -3.6%
19: C=CCOc1ccc(/C(O)=C2/C(=O)C(=O)N(CCN3CCOCC3)C2c2ccc(C)cc2)cc1 (configuration not stated)
    1.5, -3.0%, -13.8, 5.9%, 3.5%, 0.0%
20: COc1ccc2cc(C(=O)NCC(=O)O)sc(=O)c2c1OC
    -1.7, 47.2%[activator], -0.7, -1.0%, 3.9%, 0.2%
21: CCCC(C)C(=O)Nc1cccc(NC(C)=O)c1 (configuration not stated)
    -2.5, -18.9%, 16.7, 0.5%, -4.4%, 21.7%
22: Cc1cnn(C(=O)Cn2nc(C(F)F)c(Br)c2C)c1
    ., -0.8%, ., ., 0.0%, -3.4%
23: COc1cccc2c(=O)n(CC(=O)NC3CCCCC3)ccc12
    9.8*, 21.1%, 4.9, -0.7%, 19.8%, -0.5%
24: COc1ccc(N2CCN(C(CNC(=O)c3cccc(Cl)c3)c3cccnc3)CC2)cc1 (configuration not stated)
    -1.6, 1.85µM*, -5.5, 5.2%, ?, 0.0%
25: COc1cccc(-c2nc(CCl)cs2)c1
    36.8*, 35.4%[activator], 56.9*, -7.3%, -15.0%, -26.3%
26: Cc1cccc(OCc2nnc(SCC(=O)N(C)C3CCCCC3)o2)c1
    ., -11.8%, ., ., ?, -3.4%
27: CCCNc1nc2c(c(=O)n(C)c(=O)n2C)n1Cc1cccc(C)c1
    6.2, 12.3%[5.75 µM], -5.8, 4.4%, ?, 0.0%
28: COc1ccc(/C=N/NC(=O)Cc2ccc(Cl)cc2)cc1OC
    0.9, ?, 21.4, 2.7%, 2.3%, -9.6%
29: O=C(Nc1ccccn1)c1ccc2c(c1)OCO2
    36.1*, -4.4%, 44.0*, -9.7%, 360.5%[activator], -0.2%
30: COc1ccc(N2C(=O)C3CCCN3C2c2ccccc2)cc1 (configuration not stated)
    -2.0, -26.6%, -8.0, 2.3%, ., 6.1%

Record cards (already shown). Order of values: CHX counter, Pf growth 96h, Shiga toxin inh, FBPA Giardia inh, Pf growth 48h, Sm TGR inh
Results for `CCN(CC)C(=O)CSc1nsc(SCC(=O)N(CC)CC)c1C#N` → 0.8, -3.4%, -16.7, 3.5%, -0.2%, -8.8%
Results for `COc1cccc(-c2nc(CCl)cs2)c1` → 36.8*, 35.4%[activator], 56.9*, -7.3%, -15.0%, -26.3%
Results for `COc1ccc(-n2c(CN3CCN(Cc4ccccc4)CC3)nc3ccc([N+](=O)[O-])cc3c2=O)c(OC)c1` → -0.6, ?, -10.5, -0.2%, ?, -32.5%
Results for `CC(=O)OCC(OC(C)=O)C(OC(C)=O)C(OC(C)=O)C(=O)Nc1ccc(C)cc1` (configuration not stated) → -1.2, -0.1%[5.75 µM], 7.6, 1.2%, 16.1%, 7.9%
Results for `C=CCOc1ccc(/C(O)=C2/C(=O)C(=O)N(CCN3CCOCC3)C2c2ccc(C)cc2)cc1` (configuration not stated) → 1.5, -3.0%, -13.8, 5.9%, 3.5%, 0.0%

Additional structures follow.
Under each structure – CHX counter, Pf growth 96h, Shiga toxin inh, FBPA Giardia inh, Pf growth 48h, Sm TGR inh
31: O=C(CCCCn1c(=O)c2ccccc2n(Cc2ccccc2)c1=O)NC1CCN(Cc2ccccc2)CC1
    -2.1, -10.1%, -6.3, 1.4%, 5.86µM*, -0.3%
32: CCCCCn1c(=S)[nH]c2ncccc2c1=O
    1.6, 9.28µM*, -8.0, 2.7%, 2.4%, -29.6%
33: C/C(=N\Nc1ccc([N+](=O)[O-])cc1[N+](=O)[O-])c1cccnc1
    10.1, 1.8%, -2.8, -16.6%, 16.2%, -14.3%
34: COc1ccccc1OCCNC(=O)CNC(=O)c1ccc(Cl)c(Cl)c1
    ., 20.2%, ., ., 9.5%, -0.1%
35: CCOC(=O)[C@H]1[C@H]2COc3ccc(OC)cc3[C@@H]2N2C(=O)c3cc(F)c(F)cc3NC(=O)[C@@]12C
    ., ?, ., ., ?, -14.9%
36: Cc1ccc(OCC(=O)Nc2cc(C(=O)O)cc(C(=O)O)c2)cc1C
    4.2, -14.7%, 17.3, 7.0%, 8.3%, 6.2%
37: COc1ccc(C(=O)Nc2nc3c(s2)CCCC3)cc1S(=O)(=O)N1CCCc2ccccc21
    8.9, 10.4µM*, 40.8, 0.3%, 13.1µM*, 0.7%
38: COc1ccc(C2CCCN2C(=S)Nc2ccc(C)c(C)c2)cc1OC (configuration not stated)
    14.1, -12.1%, -2.9, -3.7%, -26.4%, 12.0%
39: CCC(=O)c1ccc(OCC(=O)OCC(=O)NCC2CCCCC2)cc1
    ., 28.4%, ., ., -1.4%, 0.5%
40: COc1ccccc1C(=O)NCCC(=O)N1CCN(S(=O)(=O)c2cccc(Cl)c2)CC1
    ., ?, ., ., ?, -5.6%
41: O=C(O)C(Cc1cn[nH]n1)=NO
    -6.6, 23.2%, -9.4, ?, 3.1%, -1.3%
42: Cc1c(C(=O)C(=O)N2CC=C(c3ccccc3)CC2)c2ccccc2n1C
    -5.3, ?, -3.9, 1.3%, -14.6%, 4.0%
43: O=C(Nc1c(C(=O)N2CCOCC2)cnn1-c1ccccc1)c1ccc(F)cc1
    -0.8, 24.8%, -29.1, ., 9.8%, 1.5%
44: Nc1c(C(=O)NCCN2CCOCC2)c2nc3ccccc3nc2n1-c1ccccc1
    -1.3, ., -5.9, -28.1%, 9.28µM*, -28.7%
45: COc1ccc(CC(=O)NCc2nnc(SCC(=O)Nc3cccc(F)c3)n2C)cc1
    -3.5, ?, 11.9, 3.2%, 5.3%, -3.3%
46: Cc1noc(C)c1C(=O)OCC(=O)NC1CC1
    -2.7, -3.0%, -14.6, 4.9%, ., 0.9%
47: Fc1ccccc1N1CCN(Cc2c(F)cccc2F)CC1
    -1.3, ., 12.6, ?, 11.3%, 11.3%
48: NNC(=O)CN1C(c2ccccc2)=Nc2ccc(Br)cc2C1c1ccccc1 (configuration not stated)
    5.2, 13.3%, -11.2, -16.4%, ?, -0.8%
49: O=C(CS(=O)(=O)c1ccccc1)Nc1ccc(Cl)cn1
    14.1, 20.9%, 67.0*, ., 26.3%, 3.4%
50: COc1ccc(NC(=O)Nc2ccc(N(C)C)cc2)cc1
    29.5*, ., 97.3*, -16.3%, 155.2%[activator], -17.9%
51: CC(=O)c1cnn(-c2ccc(Cl)cc2)c1C
    2.1, -5.0%, 0.5, 2.8%, 17.4%, 11.1%
52: CN(C)C(=O)NC(NC(=S)Nc1ccccc1)C(Cl)(Cl)Cl (configuration not stated)
    20.4, 6.0%, 1.0, 0.0%, ?, -0.2%
53: Cc1ccc(-c2nnc(N3CCCCC3)c3ccccc23)cc1S(=O)(=O)N(C)C
    -0.5, ?, 35.7, -17.9%, ?, 24.0%
54: COc1ccc2[nH]c(C(=O)N3CCN(Cc4ccccc4)CC3)cc2c1OC
    2.0, 24.9%, 1.5, -0.6%, 10.4%, -3.0%
55: CCOC(=O)c1cc(-c2ccc(OC)cc2)n[nH]1
    69.4*, 22.6%, 100.7*, -1.4%, 55.1%[activator], 14.3%
56: CCc1ccc2[nH]c(=O)c(CN(CCCN3CCOCC3)C(=O)Nc3ccc(Cl)cc3)cc2c1
    -2.5, 54.3%[activator], -4.7, 2.1%, -9.7%, 0.9%
57: COc1ccc(C2NC(=O)NC(C)=C2C(=O)OC2CCCC(C)C2)cc1 (configuration not stated)
    -2.6, ?, ., 2.0%, -7.1%, 0.9%
58: Cc1nnc(SCC(=O)NC2CCS(=O)(=O)C2)n1Cc1ccccc1 (configuration not stated)
    2.0, 21.6%, -11.0, 8.3%, 34.7%, -1.3%
59: CCCN(CC(=O)Nc1ccc(F)c(F)c1F)C(=O)C1CC(=O)N(Cc2ccccc2)C1 (configuration not stated)
    ., -0.1%, ., ., ?, 4.1%
60: COC(=O)c1cc(N2C(=O)C3C(C2=O)C2(C)C=CC3(C)O2)ccc1Cl (configuration not stated)
    10.6, 10.9%, -9.1, 0.5%, -2.2%, ?
61: NNC(=O)c1nn(-c2ccc(Cl)cc2)ccc1=O
    -3.1, 66.6%[activator], -16.3, 5.6%, 9.1%, 1.0%
